High-throughput results (PubChem BioAssay)
Diaph inh CS: counter-screen for diaphorase-based assays: diaphorase inhibitors and chemical oxidizers; diaphorase resazurin-to-resorufin fluorescence, NADH, 16 min; bacterial (C. kluyveri) enzyme, not human; actives 0.69% (n = 190,000); inhibition, % at 20 µM;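 active = primary screen inhibition at 20 µM above a set limit, cut at about 50% in these data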;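 note: plate controls were DMSO with full reaction for no effect and wells lacking NADH for full effect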
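Test system: Clostridium kluyveri diaphorase enzyme / Quantity: diaphorase at 0.14 U/mL in enzyme working solution / Incubation: 16-min room-temperature incubation before reading / Benchmarks: NADH-free wells as positive control, DMSO-only neutral wells / Signal: resorufin fluorescence 544/590 nm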
TNAP inh noacc: blocks human TNAP activity with no phosphate acceptor present; P05186; actives 0.26% (n = 200,000); inhibition, % at 20 µM; purified TNAP, CDP-star luminescence, 30 min; AID 1012;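 active = tissue-nonspecific alkaline phosphatase inhibition above about 50% at 20 µM in the single-dose screen, limit read from the data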;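 note: 0% = DMSO negative control and 100% = EDTA positive control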
Target sequence (P05186 whole entry, looked up): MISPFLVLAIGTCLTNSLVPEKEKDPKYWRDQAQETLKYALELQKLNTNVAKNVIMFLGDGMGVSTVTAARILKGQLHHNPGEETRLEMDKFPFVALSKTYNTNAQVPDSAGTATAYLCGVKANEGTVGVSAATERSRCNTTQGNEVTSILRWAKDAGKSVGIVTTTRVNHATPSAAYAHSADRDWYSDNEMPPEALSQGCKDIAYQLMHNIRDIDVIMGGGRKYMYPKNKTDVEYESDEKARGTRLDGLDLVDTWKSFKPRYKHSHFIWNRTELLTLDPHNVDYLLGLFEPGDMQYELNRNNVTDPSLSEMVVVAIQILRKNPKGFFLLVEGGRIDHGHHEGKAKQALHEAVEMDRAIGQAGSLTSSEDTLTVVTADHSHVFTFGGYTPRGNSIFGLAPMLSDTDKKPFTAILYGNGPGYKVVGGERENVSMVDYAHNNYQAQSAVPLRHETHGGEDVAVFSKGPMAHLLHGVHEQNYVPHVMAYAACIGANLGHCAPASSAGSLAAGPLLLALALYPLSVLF
FLuc act counter: affects firefly luciferase, flagging false hits in luciferase stimulation screens; ATPlite luciferase biochemical, luminescence, 10 min; 0 = ATP-free wells, 1 = DMSO control; activation factor at 10 µM; AID 1027; 200,000 tested, under 10 active; P08659;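 active = luciferase activation factor, scaled between plate controls, of at least 2 with compound at 10 µM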
Target sequence (P08659 whole entry, looked up): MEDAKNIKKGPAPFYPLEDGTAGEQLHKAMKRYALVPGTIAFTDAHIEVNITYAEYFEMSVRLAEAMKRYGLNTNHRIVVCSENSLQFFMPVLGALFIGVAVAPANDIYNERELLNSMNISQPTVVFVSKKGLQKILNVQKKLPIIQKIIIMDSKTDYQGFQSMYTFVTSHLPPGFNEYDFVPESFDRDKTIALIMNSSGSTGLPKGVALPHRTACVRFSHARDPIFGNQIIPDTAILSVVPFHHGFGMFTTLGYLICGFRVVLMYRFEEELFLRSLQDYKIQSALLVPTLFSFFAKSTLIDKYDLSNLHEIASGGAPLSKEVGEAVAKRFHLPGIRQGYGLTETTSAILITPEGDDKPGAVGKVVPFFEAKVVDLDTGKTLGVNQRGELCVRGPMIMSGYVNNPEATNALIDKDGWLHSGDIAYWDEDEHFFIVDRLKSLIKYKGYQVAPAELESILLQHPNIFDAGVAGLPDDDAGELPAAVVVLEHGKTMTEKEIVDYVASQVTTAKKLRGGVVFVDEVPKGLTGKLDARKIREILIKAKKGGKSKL
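Assay system – cell-free luciferase reagent · Medium – PBS-based ATP solution · Dosing – test compounds dosed from 2 mM stocks in 100% DMSO · Timing – 10 min, room temperature · Technique – light output (luminescence) · Measure – luminescence gain marking luciferase activators · Controls – No-ATP low control, compound-free enzyme-plus-ATP high control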
Diaph act CS: diaphorase activation or chemical reduction counter-screen | AID 1229 | actives 0.005% (n = 190,000) | activation factor at 20 µM | Diaphorase/resazurin coupled assay, resorufin fluorescence, 16 min; stronger effect = higher value; 1 = vehicle wells, 0 = NADH-free wells;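 active = diaphorase activity raised at least twofold by the compound at 20 µM; inactive = activation factor below 2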
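Assay system: Purified diaphorase enzyme from Clostridium kluyveri | Amount: Enzyme 0.07 U/mL final | Dosing: Compound 20 µM once, DMSO 1% | Timing: 16 min reaction at room temperature | Detection: Fluorescence, excitation 544 nm and emission 590 nm | Evaluation: Higher resorufin formation from activation or reduction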
TNAP inh hiacc: inhibitors of human TNAP at high phosphate acceptor concentration | inhibition, % at 20 µM | AID 1135 | actives 0.03% (n = 200,000) | purified TNAP, CDP-star luminescence, 1 M DEA | P05186;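 active = over 50% inhibition of tissue-nonspecific alkaline phosphatase at 20 µM in the single-dose screen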;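 note: plate controls were DMSO wells for no effect and EDTA-quenched wells as full inhibition for full effect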
TNAP act hi DEA: activators of human TNAP at high phosphate acceptor concentration; P05186; purified TNAP, CDP-star luminescence, 1 M DEA, 30 min; stronger effect = higher value; 0 = EDTA background, 1 = DMSO-only activity; activation factor at 20 µM; 200,000 tested, under 10 active;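 active = activation factor at least 2 at 20 µM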
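Test system – human TNAP · Doses – 20 µM single point · Incubation – 30 min, room temperature · Signal – luminescent substrate turnover signal · Read-out basis – activation factor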
PMI activator: increases human mannose-6-phosphate isomerase activity | P34949 | purified human PMI, coupled resazurin fluorescence, 20 min; stronger effect = higher value; 1 = vehicle control, 0 substrate-free wells | activation factor at 20 µM | actives 0.005% (n = 190,000) | AID 1214;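 active = activation factor of 2 or more at 20 µM, relative to plate controls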
PMI act hi M6P: activators of human phosphomannose isomerase at near-saturating mannose 6-phosphate; P34949; coupled PMI enzyme assay, resazurin fluorescence, 20 min; stronger effect = higher value; 1 = untreated enzyme, 0 = substrate-free blank; activation factor at 20 µM; actives 0.34% (n = 190,000); AID 1216;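 active = activation factor of 2 or more at 20 µM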
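Material: human phosphomannose isomerase with PGI, G6PDH, diaphorase coupling enzymes; amount: PMI at 15 ng/mL final; also added: Mannose-6-phosphate 1.0 mM (near-saturating) plus 0.22 mM NADP+; incubation: enzyme reaction with compound 20 min at room temperature; signal: resorufin fluorescence (Ex 544/Em 590 nm) from resazurin via diaphorase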
HMGR II inh: blocks class II HMG-CoA reductase of Enterococcus faecalis. inhibition, % at 10 µM. purified E. faecalis HMGR, NADPH absorbance 340 nm kinetic. actives 0.41% (n = 190,000);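 active = inhibition above a set limit, the median over all tested compounds plus 3 SD, cut at about 9.5% in these data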;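 note: enzyme runs in reverse so mevalonate oxidation gives rising NADPH absorbance; 0% = complete reaction with DMSO and 100% = background rate lacking mevalonate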
G6PDH counter: counter-screen for G6PDH assay hits: L. mesenteroides G6PDH inhibition; actives 0.12% (n = 200,000); inhibition, % at 5 µM; Purified L. mesenteroides G6PDH, diaphorase/resazurin coupled fluorescence, 45 min; in the data active = inhibition above about 50%
Starred values were filed as active, the others as inactive; . = not tested or not shown.

compound,PMI activator,G6PDH counter,TNAP inh noacc,TNAP inh hiacc,Diaph act CS,HMGR II inh,Diaph inh CS,PMI act hi M6P,FLuc act counter,TNAP act hi DEA
COc1ccc(N2CCN(C(=O)c3cccnc3)CC2)c([N+](=O)[O-])c1,1,26,2,0,0.9,-4,5,1,1,1
CCn1c(SCc2ccc(C(=O)Nc3nccs3)cc2)nnc1-c1ccc(NC(C)=O)cc1,1,-2,-9,-4,0.8,2,18,1,0.8,1
Cc1ccccc1OCCCC(=O)Nc1ccc2c(c1)OCO2,0.9,-17,-9,0,0.9,0,9,1,1,1
O=C(Nc1nc2ccc([N+](=O)[O-])cc2s1)c1ccco1,1.1,7,11,2,1,5,-2,1,0.6,1
COc1ccc(C)cc1S(=O)(=O)N(CC(=O)NCc1ccc(Cl)cc1)Cc1ccccc1,0.9,2,-15,-4,0.8,-1,17,0.9,1,1
CC(C)=CC(=O)OCC(=O)NC1CCCc2ccccc21 (configuration not stated),1.1,3,-15,-8,1,-2,-3,1.1,1.1,1.1
CCn1c(-c2ccc(OC)c(OC)c2)n[nH]c1=S,0.8,1,10,-1,0.9,-2,15,0.9,1,1
COCCNc1nc2nonc2nc1N1CCC(N(C)C)C1 (configuration not stated),1.1,6,-7,-5,1,-7,-4,1.1,1,1
Cc1nn(-c2ccccn2)c2c1C(c1ccccc1Cl)C1=C(N2)c2ccccc2C1=O (configuration not stated),1,-4,10,2,0.7,-2,28,1.1,1.1,1
CCOC(=O)C(Sc1ncn[nH]1)c1ccccc1 (configuration not stated),1,3,3,-1,0.9,2,11,0.9,1,1
Cn1c(=O)[nH]c(=O)c2c1nc(Br)n2CCSc1nc2ccccc2o1,0.9,6,-2,-2,0.9,-7,9,0.9,0.8,1
COc1ccc(C2NCCC3(O)CCCCC23)c(OC)c1OC (configuration not stated),1,2,-14,-6,0.8,-3,16,1,1,1.1
COc1ccc(Nc2cc(C)nc3ncnn23)c(OC)c1,1,-1,-15,-5,0.9,0,15,1,1.1,1.1
CCOC(=O)N1CCN(C(=O)C2CCN(S(=O)(=O)c3ccccc3)CC2)CC1,1,18,-6,-6,1.1,-3,-5,1.1,1,1.1
COc1ccc(OC)c(S(=O)(=O)n2nnc3cc(Cl)ccc32)c1,1,3,2,-6,1.1,0,-10,1.1,1,1.1
CCCOc1ccc(N2C(=O)CC(NCCNc3ccc(S(=O)(=O)CC)cc3)C2=O)cc1 (configuration not stated),0.9,-9,-14,-4,0.8,1,20,0.9,1,1
CCCCN(CC)C(=O)Cn1cnc2ccc(S(=O)(=O)N3CCC(C)CC3)cc2c1=O,1,-2,-10,6,1.1,-2,-7,1.1,1,0.9
Cc1nn(Cc2c(F)c(F)c(F)c(F)c2F)c(C)c1NC(=O)c1c([N+](=O)[O-])c(C)nn1C,1,-2,-4,-9,0.9,-5,7,1,1.1,1.1
O=C(CCc1ccccc1)NCc1cccnc1,1,3,-7,-10,0.9,4,14,1,1.1,1.1
CC(=O)Nc1cccc(NC(=O)CCn2c(=O)sc3ccccc32)c1,0.9,-11,-8,2,0.8,-5,18,0.9,1,1
O=C(N/N=C\c1cccc(Br)c1)c1ccccc1-n1cccc1,0.9,-4,-7,-6,0.8,-1,23,0.9,1.1,1.1
CCOc1ccc2nc(Nc3nc4ccc(NC(C)=O)cc4s3)sc2c1,1,-3,-161,-10,1,-5,2,0.8,0.9,1.1
CC(=O)NC(=S)Nc1ccc([N+](=O)[O-])cc1C,1.1,8,-7,-2,1,-3,-3,1.1,1.1,1
CC1=C(C(=O)Nc2ccccc2C(F)(F)F)C(c2ccc(C)s2)NC(=S)N1 (configuration not stated),0.9,6,0,2,1,-2,1,0.8,1,1
O=C1c2ccsc2SCCN1Cc1ccc(Cl)cc1Cl,0.8,6,-3,1,0.9,-6,13,0.8,1,1
O=C(c1ccc2c(c1)[nH]c(=S)n1c3ccccc3nc21)N1CCN(c2ncccn2)CC1,0.9,-27,-6,0,0.9,3,8,1,1,1
COc1ccccc1C(=O)NCC(=O)N/N=C/c1cccc(Cl)c1,1,6,1,-4,0.9,-6,5,1.1,1,1
COc1ccc2nc(SCC(=O)Nc3ccc4c(c3)CCC4)[nH]c2c1,0.8,1,-10,-4,0.7,0,27,0.8,1.1,1
CS(=O)(=O)Nc1ccc(C(=O)NCCc2ccccc2)cc1,0.9,-13,-12,-4,0.9,0,14,0.9,1,1
NNc1nc(-c2ccccc2)nc2sc3c(c12)CCCC3,0.9,-15,1,5,0.9,1,11,0.9,0.2,0.9

Structures listed so far containing an aryl thioether with sulfur outside any ring, in the order listed:
compound,PMI activator,G6PDH counter,TNAP inh noacc,TNAP inh hiacc,Diaph act CS,HMGR II inh,Diaph inh CS,PMI act hi M6P,FLuc act counter,TNAP act hi DEA
CCn1c(SCc2ccc(C(=O)Nc3nccs3)cc2)nnc1-c1ccc(NC(C)=O)cc1,1,-2,-9,-4,0.8,2,18,1,0.8,1
CCOC(=O)C(Sc1ncn[nH]1)c1ccccc1 (configuration not stated),1,3,3,-1,0.9,2,11,0.9,1,1
Cn1c(=O)[nH]c(=O)c2c1nc(Br)n2CCSc1nc2ccccc2o1,0.9,6,-2,-2,0.9,-7,9,0.9,0.8,1
COc1ccc2nc(SCC(=O)Nc3ccc4c(c3)CCC4)[nH]c2c1,0.8,1,-10,-4,0.7,0,27,0.8,1.1,1

The main list resumes with the 2 entries that preceded the break.
compound,PMI activator,G6PDH counter,TNAP inh noacc,TNAP inh hiacc,Diaph act CS,HMGR II inh,Diaph inh CS,PMI act hi M6P,FLuc act counter,TNAP act hi DEA
CS(=O)(=O)Nc1ccc(C(=O)NCCc2ccccc2)cc1,0.9,-13,-12,-4,0.9,0,14,0.9,1,1
NNc1nc(-c2ccccc2)nc2sc3c(c12)CCCC3,0.9,-15,1,5,0.9,1,11,0.9,0.2,0.9
COc1ccccc1NS(=O)(=O)c1cc(NC(=O)C(C)C)ccc1N1CCCCC1,0.6,4,-18,-9,0.8,-1,19,0.8,1,1.1
CCOc1ccc(NC(=O)CCN2CCN(c3ccccc3)CC2)cc1,0.8,-21,-12,-1,0.9,1,13,0.8,1,1
CCCC(=O)N1CCN(c2ccc(NC(=O)c3ccc([N+](=O)[O-])o3)cc2)CC1,1.1,0,2,-2,1,-4,-1,1,1.1,1
CC(=O)Nc1ccc(C(=O)Nc2nc(-c3cc(C)n(Cc4ccccc4)c3C)cs2)cc1,1,6,-19,2,0.9,-1,11,0.8,1,1
O=C(N/C(=C/c1cccs1)c1nc2ccccc2[nH]1)c1ccccc1,1,2,-13,-5,0.9,-9,14,1,1.1,1
CCCNC(=O)N1CCC(C(=O)c2ccc(Cl)cc2)CC1,1,5,-6,-1,1,-4,-1,1,1,1
CCOC(=O)C1=C(C)N=C2SCCC(=O)N2C1c1ccc(OC)cc1 (configuration not stated),.,11,-2,-2,.,-5,.,.,1,1
COc1ccc(S(=O)(=O)N(C)C)cc1NC(=O)COC(=O)CC1CCCC1,1.1,23,-11,-1,1,-7,4,0.9,1,1
CCOC(=O)c1cn(Cc2ccccc2)nn1,0.9,16,-11,-10,0.8,-14,17,0.9,1,1.1
Cc1cccc(Cn2c(C(C)(C)C)cc3cccnc32)c1,0.9,11,-7,-2,0.8,0,17,0.9,1.1,1
Oc1ccccc1-c1nnc(COc2ccc(Cl)cc2Cl)o1,1,-3,-4,0,1,-2,-2,1.1,0.8,1
O=C(Oc1ccc(OC(=O)C2CCC2)cc1)C1CCC1,0.9,2,0,1,0.9,3,15,0.8,0.9,1
C=CCn1c(Cc2cccs2)nnc1SCC(=O)c1ccc(F)cc1,1.1,4,-4,-3,0.9,-3,14,1.1,1,1
COc1ccc(-c2nnc3n(CCc4ccccc4)c(=O)c4ccccc4n23)cc1OC,1.1,2,12,-3,0.9,-8,6,1.1,1,1
CCCCCc1c(C)nc(N2CCc3ccccc3C2)[nH]c1=O,1,18,-4,-8,1.1,-3,-9,1.1,1,1.1
COc1ccc(OC)c(S(=O)(=O)n2cnc3cc(C)c(C)cc32)c1,0.9,10,0,2,0.8,2,20,0.9,1.1,1
CCSc1nnc(C)c2ccccc12,0.9,-1,-15,-3,0.9,-4,14,1,1,1
O=C(COC(=O)Cn1cnc2ccccc2c1=O)Nc1cc(Cl)ccc1[N+](=O)[O-],0.9,14,4,3,0.8,-4,17,0.9,1.1,1
C/C(=N/OC(=O)c1c(F)cccc1F)c1nccs1,0.9,-12,-10,2,0.9,4,9,0.9,0.2,1
O=C1CN(c2nc3nonc3nc2N2CCCCC2)CCN1,1.1,5,-4,-1,1,1,-2,1,1,1
CC(C)N=C1NN=C(c2ccc(Cl)c(Cl)c2)CS1,0.9,6,-12,1,1,-8,5,1.1,0.4,1
O=S(=O)([O-])CCC[N+]1(CC#Cc2ccccc2)CCCCC1,1.1,1,-15,-3,1.1,-10,-8,1.1,1,1
COc1cc(OC)cc(-c2nc3ccccc3s2)c1,1,-1,1,7,1.1,-5,-12,1.1,0.8,0.9
COc1ccc(C2c3ccc4ccccc4c3Oc3ncn(Cc4ccco4)c(=N)c32)cc1OC (configuration not stated),0.8,-25,-5,-2,0.9,1,12,0.9,1,1
Cn1c(SCC2CCCO2)nnc1-c1ccc([N+](=O)[O-])cc1 (configuration not stated),1.1,11,3,-1,1,-2,-1,1,1,1
CC(=O)Nc1ccc(Nc2ccc(S(=O)(=O)C(F)(F)F)cc2[N+](=O)[O-])cc1,0.8,14,-1,12,0.9,-7,13,0.9,1,0.9
COC(=O)c1sc(NC(=O)c2c(OC)cccc2OC)c(C#N)c1C,0.9,21,-3,-5,1,-3,3,1,1.1,1.1
